Cathepsin G inh – blocks human cathepsin G enzyme activity; AID 581; hit rate 0.2% among 62,000; purified enzyme, AMC-tetrapeptide fluorescence, pooled mixtures; inhibition, % at 5 µM (by protocol);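 active = inhibition above 20% in each of the two mixture wells holding the compound; inactive = inhibition of 20% or less in either well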;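 note: 0% = enzyme control without mixture and 100% = blank lacking enzyme; strong numbers were not always called active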
Target sequence (P08311 21-244 limits assumed): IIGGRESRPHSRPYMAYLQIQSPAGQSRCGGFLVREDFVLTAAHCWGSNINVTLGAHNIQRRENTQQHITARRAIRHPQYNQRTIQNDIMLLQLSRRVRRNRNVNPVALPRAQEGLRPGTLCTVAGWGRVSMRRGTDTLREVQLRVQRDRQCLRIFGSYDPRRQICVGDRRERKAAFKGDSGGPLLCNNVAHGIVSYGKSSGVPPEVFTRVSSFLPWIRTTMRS
FXIa inh mix – inhibitors of human coagulation factor XIa, pooled mixtures | purified FXIa, fluorogenic substrate | inhibition, % at 5 µM | hit rate 0.19% among 62,000 | AID 680;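 note: each value is inhibition by a whole ten-compound pool holding the compound; 0% = enzyme with no mixture and 100% = wells lacking enzyme; strong numbers were not always called active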
Hsp90 block – displaces geldanamycin probe from tumor Hsp90; P07900; NCI-N417 lysate Hsp90, Cy3B-geldanamycin FP displacement; inhibition, % at 30 µM; hit rate 0.35% among 64,000; AID 429;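 active = inhibition above 50%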;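 note: 0% = tracer plus lysate wells and 100% = tracer alone without lysate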
CatL inh – inhibitors of human cathepsin L. P07711. purified cathepsin L, fluorogenic substrate, fluorescence. inhibition, %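 (tested at 10 µM)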. hit rate 0.17% among 58,000; in the data active = inhibition above about 45%;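 note: 0% = enzyme with no compound and 100% = no enzyme blank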
C1s block – blocks human complement C1s protease activity | P09871 | purified C1s, fluorogenic AMC substrate, pooled mixtures | mean inhibition % of two 10-compound mixtures (stronger effect = higher value), % at 5 µM (by protocol) | hit rate 0.16% among 62,000 | AID 538;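 active = inhibition above 20% in each of the two 10-compound mixture wells holding the compound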;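 note: 0% = enzyme wells lacking compound mixture and 100% = no-enzyme blank wells; some compounds called inactive have numbers as strong as hits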
Cdc25B inh – inhibitors of human Cdc25B phosphatase. P30305. recombinant Cdc25B, OMFP fluorescence Ex485/Em525. inhibition, %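 (compounds tested at 10 µM final in the well)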. hit rate 0.1% among 65,000. AID 368; in the data active = inhibition above about 50%
FXIIa inh mix – factor XIIa (human) inhibition, mixture screen | P00748 | purified FXIIa, fluorogenic substrate, pooled mixtures | inhibition, % at 5 µM | hit rate 0.2% among 62,000 | AID 684;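 note: 0% = enzyme without compound and 100% = no enzyme blank; some results filed as inactive read as strong as hits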
HTR1A agonist – agonists of human 5-HT1a serotonin receptor; hit rate 0.56% among 65,000; CHO 5-HT1a Ga15 NFAT-bla reporter, FRET ratio; 0% basal, 100% maximal reference agonist; AID 567; activation, % at 10 µM; P08908;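 active = activation above the screen-wide mean activation plus 3 SD, cut at about 19% in these data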;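 note: 0% = DMSO wells and 100% = 5-CT at EC100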
Target sequence (P08908 whole entry, looked up): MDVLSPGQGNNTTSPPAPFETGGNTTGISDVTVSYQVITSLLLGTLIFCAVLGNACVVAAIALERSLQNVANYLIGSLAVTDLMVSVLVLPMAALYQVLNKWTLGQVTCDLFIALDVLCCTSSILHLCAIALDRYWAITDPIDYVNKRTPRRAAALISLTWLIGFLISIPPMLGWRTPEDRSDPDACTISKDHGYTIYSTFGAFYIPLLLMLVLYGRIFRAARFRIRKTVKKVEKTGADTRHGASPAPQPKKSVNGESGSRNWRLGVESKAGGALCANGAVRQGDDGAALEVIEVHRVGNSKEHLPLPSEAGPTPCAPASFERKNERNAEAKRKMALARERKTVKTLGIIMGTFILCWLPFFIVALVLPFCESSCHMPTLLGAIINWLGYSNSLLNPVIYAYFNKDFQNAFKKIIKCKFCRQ
MKP-1 inh – inhibitors of human MKP-1 phosphatase. inhibition, %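 (compounds tested at a single concentration somewhere between 10 and 100 µM)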. recombinant MKP-1, OMFP hydrolysis fluorescence. hit rate 0.15% among 65,000;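 active = inhibition above about 50%, limit read from the data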;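 note: 0% = DMSO max control wells and 100% = wells with enzyme stopped by NaOH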
Target sequence (P28562 whole entry, looked up): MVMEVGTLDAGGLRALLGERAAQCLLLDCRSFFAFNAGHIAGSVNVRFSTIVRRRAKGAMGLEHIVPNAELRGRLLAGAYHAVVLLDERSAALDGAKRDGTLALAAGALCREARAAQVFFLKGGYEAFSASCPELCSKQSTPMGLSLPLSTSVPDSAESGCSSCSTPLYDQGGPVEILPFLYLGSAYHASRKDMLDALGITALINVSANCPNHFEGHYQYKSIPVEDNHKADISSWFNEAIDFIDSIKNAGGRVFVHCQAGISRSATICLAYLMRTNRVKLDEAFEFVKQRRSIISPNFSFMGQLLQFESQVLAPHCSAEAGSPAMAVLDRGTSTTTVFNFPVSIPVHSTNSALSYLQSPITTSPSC
* hit, by the source's call; nt = not tested or not shown. Cut-off read from the data, not from the text of the source, unless noted: active = inhibition above about 20% (passing the limit was not always enough); inactive = the rest.

SMILES	Cathepsin G inh	FXIa inh mix	Hsp90 block	CatL inh	C1s block	Cdc25B inh	FXIIa inh mix	HTR1A agonist	MKP-1 inh
Cc1ccccc1OCC(=O)Nc1ccccc1CO	12	1	-1	15	12	-3	11	-3.6	8
O=C(Cc1ccccc1)Nc1ccc(NC(=O)c2ccco2)nc1	-2	2	-2	17	-11	-13	-23	-4.5	-12
CC1(C)c2ssc(=S)c2-c2ccccc2N1C(=O)c1ccco1	-7	10	6	-1	0	-1	-12	-2.8	-12
CCn1c(=O)c(-[n+]2ccccc2)c(O)c2ccccc21	8	-1	-6	9	3	0	2	-2.7	-3
CCc1ccc2[nH]c(=O)c(CN(CCN3CCOCC3)C(=O)Nc3ccccc3F)cc2c1	2	6	0	9	2	-1	5	0.6	17
CCCc1cc(=O)[nH]c(SCC(=O)N(CC(C)C)C2CCS(=O)(=O)C2)n1 (configuration not stated)	3	13	0	0	1	-3	4	-3.3	21
CC(=O)Nc1sc2c(c1C#N)CC(C)(C)NC2(C)C	8	0	0	nt	3	-3	-22	-4.4	-18
COCCN(C(=O)Nc1ccccc1)c1ccccc1C	nt	nt	1	-5	nt	-6	nt	2.2	-16
O=C(NCCCNCc1ccccc1)c1ccncc1	10	0	-3	15	18	12	3	-0.5	-3
CCc1nc(Nc2ccncc2)c2oc3ccccc3c2n1	-6	-3	2	14	-14	4	0	-4.6	-13
Cn1cccc1Cc1nnc(SCC(=O)N2CCCCCC2)n1-c1ccc(F)cc1	19	6	-1	2	-55	-4	-14	-2.7	3
Cc1cccc(N(C)c2cc(C)nc3nc(C)nn23)c1	-6	3	0	nt	-23	-5	-4	-0.7	2
Cc1cccc(-n2c(SCC(=O)N3CCCC3)nnc2-c2ccccn2)c1C	9	14	2	11	8	11	2	-0.8	-4
COC(=O)c1ccc(Cn2c(CN3CCOCC3)nc3ccccc3c2=O)o1	6	9	-3	-1	10	-15	3	0.7	5
CCn1cc(C(=O)N2CC(C)CC(C)C2)c(=O)c2cc(S(=O)(=O)N(C)C)ccc21 (configuration not stated)	13	8	-3	22	6	-10	-17	-1.3	19
Cc1ccc2cc(C(c3nnnn3CC3CCCO3)N3CCCC4(CCCCC4)C3)c(=O)[nH]c2c1 (configuration not stated)	2	-2	-8	4	-23	-8	2	-0.9	-13
COc1cccc(CNC(=O)C2CCN(S(=O)(=O)N3CCCCC3)CC2)c1	11	5	1	7	4	-10	3	-1.3	1
CC(C)CC1(C)NC(=O)N(CCN2C(=O)c3ccccc3C2=O)C1=O (configuration not stated)	5	10	-3	-1	10	4	2	1.4	20
COCCCNC(=O)c1ccc(CS(=O)(=O)c2ccc(Br)cc2)o1	10	5	0	nt	17	-6	7	0.2	0
CCCOC(=O)c1ccc2c(c1)C(=O)N(c1ccccc1)C2=O	4	-1	-5	6	4	-12	3	-2.4	-1
Cc1cc(Nc2ccc(F)c(Cl)c2)n2nc(C)nc2n1	5	7	-4	nt	-2	-17	5	-0.9	3
CCCc1cc(N2CCCC(C(=O)NCC)C2)n2ncnc2n1 (configuration not stated)	11	-2	0	19	13	-12	9	-3.5	1
O=C(CSc1nnc(CNC(=O)c2ccccc2F)o1)Nc1ccc2c(c1)OCCO2	9	11	1	10	-15	-12	13	-0.2	14
CC(=O)c1ccc(OCC(O)CN2CCN(Cc3ccccc3)CC2)cc1 (configuration not stated)	-3	6	-1	11	-37	-3	-13	2.4	13
O=C(NC(C(=O)c1ccccc1)N1CCOCC1)c1cccs1 (configuration not stated)	4	5	-4	0	4	-8	1	-1.9	-6
COc1ccc(C(=O)O)cc1S(=O)(=O)NCCCN1CCCC1=O	-2	5	2	5	3	-12	-2	-3.5	3
CCc1nc(CNC(=O)c2cc(OC)c(OC)c(OC)c2)no1	2	8	1	5	-5	-8	0	-1.7	3
O=C(NCc1ccco1)c1cc(-c2ccc(F)cc2)on1	0	3	-4	4	4	-1	1	-3.3	22
COc1cc2[nH]c(=O)n(CCC(=O)NCc3cccnc3)c(=O)c2cc1OC	6	1	nt	-5	0	-2	8	-2.2	5
CC(C)OCCCNC(=O)C1CC(=O)N(C2CCCCCCC2)C1 (configuration not stated)	10	5	0	-1	22	8	-14	-3.0	4

12 compounds from above, ordered by molar mass, low to high.
SMILES	Cathepsin G inh	FXIa inh mix	Hsp90 block	CatL inh	C1s block	Cdc25B inh	FXIIa inh mix	HTR1A agonist	MKP-1 inh
CCn1c(=O)c(-[n+]2ccccc2)c(O)c2ccccc21	8	-1	-6	9	3	0	2	-2.7	-3
Cc1ccccc1OCC(=O)Nc1ccccc1CO	12	1	-1	15	12	-3	11	-3.6	8
CCc1nc(CNC(=O)c2cc(OC)c(OC)c(OC)c2)no1	2	8	1	5	-5	-8	0	-1.7	3
CC(=O)c1ccc(OCC(O)CN2CCN(Cc3ccccc3)CC2)cc1 (configuration not stated)	-3	6	-1	11	-37	-3	-13	2.4	13
COC(=O)c1ccc(Cn2c(CN3CCOCC3)nc3ccccc3c2=O)o1	6	9	-3	-1	10	-15	3	0.7	5
COc1cc2[nH]c(=O)n(CCC(=O)NCc3cccnc3)c(=O)c2cc1OC	6	1	nt	-5	0	-2	8	-2.2	5
Cc1cccc(-n2c(SCC(=O)N3CCCC3)nnc2-c2ccccn2)c1C	9	14	2	11	8	11	2	-0.8	-4
COc1cccc(CNC(=O)C2CCN(S(=O)(=O)N3CCCCC3)CC2)c1	11	5	1	7	4	-10	3	-1.3	1
CCCc1cc(=O)[nH]c(SCC(=O)N(CC(C)C)C2CCS(=O)(=O)C2)n1 (configuration not stated)	3	13	0	0	1	-3	4	-3.3	21
Cn1cccc1Cc1nnc(SCC(=O)N2CCCCCC2)n1-c1ccc(F)cc1	19	6	-1	2	-55	-4	-14	-2.7	3
CCc1ccc2[nH]c(=O)c(CN(CCN3CCOCC3)C(=O)Nc3ccccc3F)cc2c1	2	6	0	9	2	-1	5	0.6	17
Cc1ccc2cc(C(c3nnnn3CC3CCCO3)N3CCCC4(CCCCC4)C3)c(=O)[nH]c2c1 (configuration not stated)	2	-2	-8	4	-23	-8	2	-0.9	-13

The results go on:
SMILES	Cathepsin G inh	FXIa inh mix	Hsp90 block	CatL inh	C1s block	Cdc25B inh	FXIIa inh mix	HTR1A agonist	MKP-1 inh
COc1ccc2[nH]c3nc(SC(C)C)nnc3c2c1	9	3	-9	9	1	-2	-24	0.2	22
CCCc1nc(SCC(=O)NCc2ccc3c(c2)OCO3)c2c(=O)n(C)c(=O)n(C)c2n1	11	-5	0	20	2	-6	-3	-1.1	14
Cc1cccc(NC(=O)c2cc3ccccc3c(=O)o2)n1	-5	-13	2	0	-52	-11	7	-0.9	-1
CCc1ccccc1S(=O)(=O)Cc1ccc(C(=O)N2CCN(c3ccccc3OC)CC2)o1	7	9	0	nt	11	-19	-17	0.8	11
CCOc1ccc(OCC)c(S(=O)(=O)NCCCN2CCOCC2)c1	7	-2	nt	-6	-1	-6	-20	nt	2
CCOC(=O)c1cccc(NC(=O)C(NS(=O)(=O)c2ccc3c(c2)CCN3C(C)=O)C(C)C)c1 (configuration not stated)	51	27	0	5	5	-5	0	-3.6	1
O=C(CCN1C(=O)COc2ccccc21)NCc1cccnc1	-7	-3	0	3	-81	-16	6	-3.1	14
CCn1nccc1C(=O)Nc1ccc(Cl)cc1Cl	10	5	1	-2	10	-17	-2	-3.0	1
O=C(Nc1ccc(Cl)cc1C(=O)NCCN1CCOCC1)c1ccco1	-5	7	0	-2	9	3	3	-1.1	6
O=C1CC(c2ccco2)c2ccc3ccccc3c2N1 (configuration not stated)	nt	nt	-2	nt	nt	-9	nt	-3.6	-2
CN(C)S(=O)(=O)c1ccc(S(=O)(=O)N(Cc2ccco2)Cc2ccccc2Cl)cc1	-14	5	3	13	17	7	-3	-1.6	-1
O=C(c1cccc(F)c1)N1CCN(c2cccc(Cl)c2)CC1	13	3	-3	3	30	-10	2	-3.1	-8
Cn1nc(C(=O)NCc2ccccc2)c2ccccc2c1=O	-12	3	-3	-1	-19	-11	4	-2.5	-8
CCOc1ccc(Nc2nc(Cc3nnc(SCC(=O)NCc4ccco4)n3CC)cs2)cc1	7	8	-5	13	1	-10	-5	18	21
O=C1c2ccccc2CCC1C(O)c1ccccn1 (configuration not stated)	-1	3	nt	0	-7	-13	8	0.6	4
CC(NC(=O)OC(C)(C)C)C(=O)Oc1ccc2ccc(=O)oc2c1 (configuration not stated)	nt	nt	-1	-34	nt	-23	nt	7.7	-16
COc1ccc(-c2noc(Cc3ccc(Cl)cc3)n2)cc1OC	-12	4	nt	17	-49	-9	6	nt	3
COC(=O)c1sc(=S)n(-c2cc(F)ccc2F)c1N	-6	2	-2	-13	-24	-14	4	0.5	-2
CC1(C)C(=O)C2(CCCCC2)C(=O)OC1c1ccc(O)cc1 (configuration not stated)	10	7	-3	8	15	0	2	-1.7	6
O=C(NC1CCCc2ccccc21)C1CCN(C(=O)c2sccc2-n2cccc2)CC1 (configuration not stated)	1	9	-5	3	-3	-8	-16	-0.5	21
CCOC(=O)N1CCN(c2c(N3CC=C(c4ccccc4)CC3)c(=O)c2=O)CC1	-2	6	0	nt	0	-11	6	-0.1	-1
CC(C)N(Cc1nc(-c2ccccc2)no1)C(=O)c1ccc(Br)o1	12	-2	-7	0	1	0	13	-2.0	13
O=C(NCc1ccncc1)C1CCCN(S(=O)(=O)Cc2ccccc2)C1 (configuration not stated)	-1	11	0	nt	-9	4	4	0.0	15
N=c1n(Cc2ccccc2)c2ccccc2n1CC(O)c1ccco1 (configuration not stated)	14	-14	-7	15	-11	-8	-4	-3.8	-26
COc1ccc(CNC2CCCCC2)cc1	-1	13	-3	-3	3	6	8	-4.3	-2
COCCOC(=O)c1c(C)oc2ccc(OC(=O)COc3c(F)c(F)c(F)c(F)c3F)cc12	-4	5	-3	0	-25	0	3	2.5	-44
Cc1ccc2cc(CN(Cc3ccco3)C(=O)c3cccs3)c(=O)[nH]c2c1	13	8	-4	7	11	4	-1	-1.7	-8
Cc1ccc(C2CC(=O)c3cnc(NC(=O)c4ccco4)nc3C2)cc1 (configuration not stated)	-7	-7	3	12	-43	2	0	-4.1	-13
Cc1nc(NCc2ccccc2)[nH]c(=O)c1CCC(C)C	15	9	-1	33	16	-1	-4	-2.5	6
O=C(CSc1ccc2nnc(-c3ccccc3)n2n1)N1CCCCC1	-7	-3	-4	2	-4	-10	-15	2.4	11
Cc1cc(C)nc(NC(=O)NS(=O)(=O)Nc2ccc(Br)cn2)n1	6	-9	-1	nt	1	-9	-15	-0.7	-3
O=C(NCCc1ccccc1)C1CCN(S(=O)(=O)c2ccc(-n3cnnn3)cc2)CC1	-2	1	0	-4	-26	-11	4	-2.6	26
O=C(NC1CCCCC1)C1CCCN(c2nnnn2-c2ccccc2)C1 (configuration not stated)	-9	9	0	24	-27	-4	10	-2.4	-15
CCn1c(COc2ccc(Cl)c(C)c2)nnc1SCC(=O)N1CCCC1	0	6	1	8	2	-10	-2	-2.1	22
c1ccc(-c2noc(C34CC5CC(CC(C5)C3)C4)n2)nc1	6	4	-6	2	-7	-6	7	0.9	-4
Cc1nnc(SCC(=O)Nc2c(Cl)cccc2Cl)[nH]c1=O	8	8	-1	-1	5	-31	6	-2.6	-7
Cc1ccc(C)c(N(CC(N)=O)S(C)(=O)=O)c1	10	-3	-5	7	-4	-13	33	1.1	-4
CC1(C)CC(=O)c2cnc(NCC3CCCO3)nc2C1 (configuration not stated)	11	-2	-1	1	7	5	2	0.0	-5
COc1ccc(S(=O)(=O)N(Cc2ccc(OC)c(OC)c2)Cc2ccco2)cc1	6	8	-2	12	8	-23	-12	-3.2	6
COc1ccc(Cl)cc1NS(=O)(=O)c1cc(Cl)ccc1OC	-2	6	nt	nt	-26	-15	1	nt	16
CCCC(=O)c1c(NC(C)C)cc(C)oc1=O	8	7	-1	9	12	-13	4	-6.5	-5
